KAT2A inh = GCN5L2 (KAT2A) acetyltransferase inhibition | AID 504327 | Potency, µM (titrated, usually from 58.9 µM), without a hit: at the highest dose activity change, negative = inhibition, usual class: inhibitors | GCN5L2 HAT assay, ThioGlo1 CoA-SH fluorescence | 0.21% of 390,000 active
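GCN5L2 (20 nM) in 50mM HEPES pH 7.5, 0.1mM EDTA, 0.01% Tween-20 preincubated 15 min with compounds at room temperature. Reaction started with H3(1-25) 75uM, acetyl-CoA 70uM, ThioGlo1 50uM; CoA-thiol fluorescence (Ex340/Em540) read at 0 and 20 min.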
N370S GC mod = inhibits or activates N370S mutant glucocerebrosidase | Potency, µM (top dose mostly 59.4 µM), without a hit: at the highest dose activity change, negative = inhibition, hits mostly inhibitors | AID 2101 | 0.092% of 330,000 active | N370S GC spleen homogenate, 4MU-glucoside fluorescence | P04062;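 further: 0% = full enzyme activity and -100% = no enzyme basal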
FEN1 inh = blocks human flap endonuclease 1; P39748; Recombinant FEN1 flap cleavage, fluorescence, 15 min; Potency, µM (series often up to 114 µM), inactives show at the top dose activity change, negative = inhibition, actives largely listed as inhibitors; 0.35% of 390,000 active; AID 588795; further: nearly all actives have a fitted effect of over 65% in size
Target sequence (P39748 whole entry, looked up): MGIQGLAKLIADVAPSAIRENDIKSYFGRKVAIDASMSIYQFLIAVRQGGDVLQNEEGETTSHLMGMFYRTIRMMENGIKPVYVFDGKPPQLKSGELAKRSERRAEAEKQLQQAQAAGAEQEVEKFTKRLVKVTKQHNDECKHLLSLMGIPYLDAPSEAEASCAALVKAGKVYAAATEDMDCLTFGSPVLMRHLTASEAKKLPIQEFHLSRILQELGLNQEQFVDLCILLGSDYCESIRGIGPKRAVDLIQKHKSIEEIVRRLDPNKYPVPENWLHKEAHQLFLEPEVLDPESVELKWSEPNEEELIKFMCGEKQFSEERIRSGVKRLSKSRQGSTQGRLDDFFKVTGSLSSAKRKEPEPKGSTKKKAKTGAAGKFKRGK
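Read-out was taken twice, immediately and after 15 min, following addition of 50 nM substrate to 10 nM FEN1 that had sat with test compound for 15 min at room temperature. Curves came from a four-parameter Hill model.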
* = called active by the depositor; u = inconclusive; x = not tested or not shown; & = joins results of further samples. The call rests on the fitted dose curve; in most records, active means well fitted curve in the direction sought with a large enough effect; inconclusive means small, poorly fitted or top-dose-only effect, or another doubt; inactive means no such curve, though single readings can be large; an effect the other way counts as inactive or inconclusive. Unless noted, on the % scale 0 is the no-effect control and ±100 the full control effect; potency means the concentration at half of the fitted maximal effect.

1	COc1cc(OC)cc(C(=O)N/N=C/c2ccc(OC)c(COc3ccc(F)cc3)c2)c1
2	COCCCNC(=O)Cn1c(=O)n(CCCC(=O)NCc2ccc(C)cc2)c(=O)c2ccccc21
3	Cc1ccc(S(=O)(=O)NC(=O)Nc2cc(C)ccc2F)cc1
4	CCCCn1c(SCC(=O)Nc2cc(C)on2)nc2ccsc2c1=O
5	Cc1ccccc1NC(=S)N1CCCC(c2nc3ccccc3[nH]2)C1 (stereo not drawn)

assay / entry	1	2	3	4	5
KAT2A inh	-1.0%	2.1%	-6.3%	-1.2%	1.5%
N370S GC mod	10.7%	x	16.7%	7.6%	-3.6%
FEN1 inh	0.6%	19.3%	-1.3%	-14.5%	4.5%

6	CC1CCc2sc3ncnc(N4CCOCC4)c3c2C1 (stereo not drawn)
7	Cc1cccc(NC(c2cccc(F)c2)c2ccc3ccc(C)nc3c2O)n1 (stereo not drawn)
8	Cc1c(-c2ccc(Br)cc2)[n+](=O)c2c(n1[O-])CCCCC2
9	O=C(COc1ccc2ccccc2c1)N/N=C/c1ccccn1
10	CCN1CCN(C(=O)c2cccc(OC3CCN(S(C)(=O)=O)CC3)c2)[C@@H](C)C1=O

assay / entry	6	7	8	9	10
KAT2A inh	-12.7%	-7.3%	-4.2%	23.8%	0.2%
N370S GC mod	-8.5%	x	4.7%	-4.0%	2.5%
FEN1 inh	-8.5%	21.3%	1.0%	1.5%	15.3%

11	Cc1cc(Br)ccc1SCC(=O)OCC(=O)Nc1ccc2[nH]c(=O)[nH]c2c1
12	O=c1c2ccccc2nc(SCc2ccncc2)n1CC1CCCO1 (stereo not drawn)
13	O=C(c1ccc2[nH]c(=O)c(=O)[nH]c2c1)N1CCc2ccccc2C1
14	Cn1c(=O)cc(OCC(=O)Nc2ccccn2)c2ccccc21
15	C=C1CCC2C(CC2(C)C)C(=O)CCC1O (stereo not drawn)

assay / entry	11	12	13	14	15
KAT2A inh	7.0%	3.5%	-0.2%	0.0%	-3.4%
N370S GC mod	x	-6.1%	-28.4%	5.3%	0.4%
FEN1 inh	-15.1%	-0.2%	-5.6%	-0.2%	x

16	Fc1ccc(OCCCCN2CCOCC2)cc1
17	O=C(O)c1cccc(Nc2ncnc3c2cnn3-c2ccccc2)c1
18	NS(=O)(=O)c1ccc(NC(=O)c2cccc(Cl)c2)cc1
19	Cc1onc(-c2ccccc2)c1CNC(=O)Nc1ccc(F)cc1F
20	COc1cc(OC)cc(C(=O)NCC(=O)N2CCCCCCC2)c1

assay / entry	16	17	18	19	20
KAT2A inh	-4.3%	1.5%	-2.2%	2.6%	-0.8%
N370S GC mod	5.9%	1.0%	-8.2%	2.2%	x
FEN1 inh	7.3%	-12.0%	-4.2%	-7.3%	21.0%

Record cards, from the list above. Order of screens: KAT2A inh	N370S GC mod	FEN1 inh
`Fc1ccc(OCCCCN2CCOCC2)cc1` as listed: -4.3%	5.9%	7.3%
`NS(=O)(=O)c1ccc(NC(=O)c2cccc(Cl)c2)cc1` as listed: -2.2%	-8.2%	-4.2%

(cont.)
21	CCOc1ccc(-n2c(SCC(=O)NCc3ccco3)nc3c(c2=O)SCC3)cc1
22	Cc1nc(SCC(=O)c2cccc([N+](=O)[O-])c2)n[nH]1
23	Fc1ccc(CSc2nc(NCc3ccccc3)c3ccccc3n2)cc1
24	CCOc1ccccc1NC(=O)COC(=O)CNS(=O)(=O)c1ccc(C)cc1
25	O=C1CCc2cc(S(=O)(=O)N3CCN(c4ccccc4)CC3)cc3c2N1CCC3

assay / entry	21	22	23	24	25
KAT2A inh	2.6%	-27.8%	-4.8%	2.6%	-8.7%
N370S GC mod	2.4%	-1.8%	x	-0.9%	-6.0%
FEN1 inh	-10.8%	9.8%	-4.9%	-3.4%	3.8%

Structures above with two or more sulfur atoms (2):
4	CCCCn1c(SCC(=O)Nc2cc(C)on2)nc2ccsc2c1=O
21	CCOc1ccc(-n2c(SCC(=O)NCc3ccco3)nc3c(c2=O)SCC3)cc1

assay / entry	4	21
KAT2A inh	-1.2%	2.6%
N370S GC mod	7.6%	2.4%
FEN1 inh	-14.5%	-10.8%

Other records
26	Cc1cc(C)n2c(Br)c(CN3CCCC(C)C3)nc2n1 (stereo not drawn)
27	O=C(CCNS(=O)(=O)c1cccs1)Nc1ccccc1F
28	O=C(O)C(F)(F)C(NCc1ccccc1)c1ccccc1 (stereo not drawn)
29	CCOC(=O)C1=C(CSc2nc3c(cc2C#N)CCC3)OC(N)=C(C#N)C1c1ccccc1 (stereo not drawn)
30	CCCn1c(CN2CCN(C)CC2)nc2ccccc21

assay / entry	26	27	28	29	30
KAT2A inh	3.0%	-0.5%	-16.3%	-5.6%	-2.8%
N370S GC mod	2.1%	-15.4%	-8.7%	23.2%	-10.1%
FEN1 inh	19.1%	-14.1%	14.4%	u	-4.6%

31	CC(C#N)On1c(SC(C)C#N)nc2ccccc2c1=O (stereo not drawn)
32	Cc1cccc(N(Cc2cc3ccccc3[nH]c2=O)C(=O)c2ccco2)c1C
33	Cc1ccc2cc(/C=N/NC(=O)CN3CCOCC3)c(Cl)nc2c1
34	O=C(/C=C/c1ccc2c(c1)OCO2)Nc1nc2ccc(F)cc2s1
35	O=C1CCCC(=O)N1c1ccc(F)cc1

assay / entry	31	32	33	34	35
KAT2A inh	-1.9%	-3.6%	-18.6%	-24.1%	0.5%
N370S GC mod	20.6%	6.0%	0.8%	3.7%	3.7%
FEN1 inh	-11.2%	6.7%	9.6%	11.2%	2.8%

36	COc1ccccc1N1CCN(C(=O)/C=C/c2c(Cl)nc3ccccn23)CC1
37	CC1CC(=O)Nc2ccccc2N1C(=O)Nc1ccc(F)cc1 (stereo not drawn)
38	CCN(Cc1ccccc1)C(=O)CN(c1ccc(OC)cc1)S(=O)(=O)c1c(C)nn(C)c1C
39	COc1ccc(C(=O)/C=C2/c3ccccc3CC(C)(C)N2C)cc1OC
40	COCCCNC(=O)c1ccc(CS(=O)(=O)c2ccc(Br)cc2)o1

assay / entry	36	37	38	39	40
KAT2A inh	-8.2%	-10.1%	-3.4%	-1.5%	-8.7%
N370S GC mod	2.6%	3.6%	x	4.7%	-0.7%
FEN1 inh	-14.5%	2.7%	-8.8%	-14.8%	-17.8%

Arranged by SMILES length (lowest first): some entries from above
35	O=C1CCCC(=O)N1c1ccc(F)cc1
37	CC1CC(=O)Nc2ccccc2N1C(=O)Nc1ccc(F)cc1 (stereo not drawn)
40	COCCCNC(=O)c1ccc(CS(=O)(=O)c2ccc(Br)cc2)o1
39	COc1ccc(C(=O)/C=C2/c3ccccc3CC(C)(C)N2C)cc1OC
38	CCN(Cc1ccccc1)C(=O)CN(c1ccc(OC)cc1)S(=O)(=O)c1c(C)nn(C)c1C

assay / entry	35	37	40	39	38
KAT2A inh	0.5%	-10.1%	-8.7%	-1.5%	-3.4%
N370S GC mod	3.7%	3.6%	-0.7%	4.7%	x
FEN1 inh	2.8%	2.7%	-17.8%	-14.8%	-8.8%

Next part:
41	Cc1cc(NC(=O)c2ccccc2Cl)c(C(C)C)cc1O
42	CN(C)CCCCNCCCNC(=O)/C=N\O
43	O=C(CN1CCN(C(=O)c2ccccc2)CC1)Nc1ccc(Cl)cc1F
44	CCCn1c(O)c(CN2CCCC(C)C2)c(C)c(C#N)c1=O (stereo not drawn)
45	CN1CCC(=O)N([C@H](CC#N)c2ccccc2)CC1

assay / entry	41	42	43	44	45
KAT2A inh	1.8%	1.9%	-4.1%	2.1%	4.2%
N370S GC mod	1.1%	5.9%	-3.0%	5.3%	3.1%
FEN1 inh	-3.9%	-4.5%	-1.7%	-10.5%	12.2%

46	Cc1ccc(N(C(=O)CNC(=O)c2ccco2)C(C(=O)NCC2CCCO2)c2ccccc2)cc1 (stereo not drawn)
47	Cc1cccc(N2CCN(C(=O)c3ccncc3)CC2C)c1 (stereo not drawn)
48	O=P(O)(O)c1ccccc1OCCOCCOCCOCCOc1ccccc1P(=O)(O)O
49	CN(C(=O)CSc1nnc(-c2ccc(C(C)(C)C)cc2)n1C)C1CCS(=O)(=O)C1 (stereo not drawn)
50	CC(O)Cc1cn(CC(=O)N2CCN(C(=O)OC(C)(C)C)CC2)nn1 (stereo not drawn)

assay / entry	46	47	48	49	50
KAT2A inh	-9.5%	-1.1%	-3.7%	2.1%	9.4%
N370S GC mod	6.1%	-0.3%	2.4%	x	10.4%
FEN1 inh	8.5%	4.5%	-10.7%	-0.1%	-1.3%

51	Clc1ccc(Cn2ccc(-c3ccc4c(c3)OCO4)n2)cc1Cl
52	Cc1ccc(C(=O)N2CCC(N3CCC(C(=O)N4CCOCC4)CC3)CC2)cc1C
53	Cc1ccc(CNC(=O)CSC2=Nc3ccccc3N=C(c3ccc(F)cc3)C2)cc1
54	Cc1ccc(NC2(C(F)(F)F)N=C(c3ccccc3)NC2=O)nc1 (stereo not drawn)
55	O=C1C(=O)N(CC2COc3ccccc3O2)c2ccccc21 (stereo not drawn)

assay / entry	51	52	53	54	55
KAT2A inh	-9.9%	-2.4%	-8.6%	1.1%	-2.6%
N370S GC mod	-3.0%	-20.6%	x	0.9%	-1.0%
FEN1 inh	-21.0%	13.5%	16.4%	-13.8%	-13.5%

56	CNC(=O)c1ccccc1NC(=O)c1ccco1
57	CCN(c1ccc(NC(=O)c2ccc(N3CCCC3=O)cc2)cc1)C(C)C
58	Cc1oc(-c2ccc(Cl)cc2)nc1CS(=O)CC(=O)NCCCN1CCN(Cc2ccccc2)CC1 (stereo not drawn)
59	O=C(NCc1cccnc1)C(=O)NCC1OCCN1S(=O)(=O)c1cc(F)ccc1F (stereo not drawn)
60	CC(O)CNCCCOc1ccccc1OCc1ccccc1 (stereo not drawn)

assay / entry	56	57	58	59	60
KAT2A inh	-3.9%	1.2%	-5.1%	-3.8%	13.0%
N370S GC mod	7.9%	-5.2%	-4.2%	-16.2%	0.8%
FEN1 inh	13.8%	6.6%	-8.0%	16.0%	-6.9%

61	COc1ccccc1CNC(=O)Cn1nc(C(F)(F)F)cc1C
62	Cc1cccc(OCc2cc(-c3ccccc3)no2)c1C
63	CCc1cccc(C)c1NC(=O)C1CCCO1 (stereo not drawn)
64	CN(C)c1ccc(S(=O)(=O)NCC(=O)NCc2ccccc2)cc1[N+](=O)[O-]
65	COC(=O)c1ccccc1NC(=O)CSCC(=O)Nc1ccc(F)cc1

assay / entry	61	62	63	64	65
KAT2A inh	-9.9%	-7.5%	-11.7%	-6.2%	15.9%
N370S GC mod	x	1.6%	-14.2%	-2.4%	u
FEN1 inh	14.0%	-19.7%	0.3%	-13.7%	2.3%

66	COCCNCCCOc1ccc(C)cc1Br
67	Cc1ccc(S(=O)(=O)NC(=O)c2cccc(Br)c2)cc1
68	CC(C)c1ccc(S(=O)(=O)Nc2ccc(SC(F)F)cc2)cc1
69	CCc1ccc2ncc(S(=O)(=O)c3ccc(Cl)cc3)c(N3CCN(CC)CC3)c2c1
70	Clc1ccc(CCNc2ncnc3c2c(-c2ccccc2)cn3-c2ccccc2)cc1

assay / entry	66	67	68	69	70
KAT2A inh	-19.9%	2.8%	0.5%	-0.4%	-8.1%
N370S GC mod	-16.9%	2.9%	2.1%	x	x
FEN1 inh	-13.8%	5.4%	-17.7%	1.2%	-2.8%

71	COc1cc(OC)c(Nc2cc(C)nc3ncnn23)cc1Cl
72	COCCn1c(SCc2cccnc2)nnc1-c1c[nH]c2ccccc12
73	COc1ccc(N2CCN(CC(=O)c3ccccc3)CC2)cc1
74	COc1cc(=O)n2c(-c3ccccc3)csc2n1
75	CCOc1ccc(NC(=O)C2=C(C)C(=O)OC23CCC(C)CC3)cc1 (stereo not drawn)

assay / entry	71	72	73	74	75
KAT2A inh	-5.1%	-2.7%	-4.7%	-6.5%	-4.3%&-9.8%
N370S GC mod	x	-4.4%	7.9%	-6.0%	-6.3%
FEN1 inh	-2.1%	20.5%	7.8%	5.3%	0.1%&-0.8%

76	COc1ccc(-c2nnc(SCC(=O)NCc3cccs3)n2CC(C)C)cc1
77	CCN(C[C@H]1N[C@@](Cc2ccccc2)(C(=O)OC)[C@H]2C(=O)N(Cc3ccccc3)C(=O)[C@@H]12)C(=O)Nc1ccc(F)cc1
78	Cn1cccc1Cc1nnc(SCC(=O)NCc2ccc(F)cc2)n1-c1ccc(F)cc1
79	COc1ccc2cc3cc(C(=O)NCc4ccc5c(c4)OCO5)oc3nc2c1
80	CC1CCCN(c2c3c(nc4ccccc24)CCCC3)C1 (stereo not drawn)
81	Cn1c(N)c(C(=O)COC(=O)c2cccs2)c(=O)n(C)c1=O
82	Cc1cc([N+](=O)[O-])c(C(C)(C)C)cc1N

assay / entry	76	77	78	79	80	81	82
KAT2A inh	-0.8%	-7.3%	-12.5%	-6.7%	-0.2%	-2.6%	2.1%
N370S GC mod	17.3%	x	3.4%	-10.4%	-10.4%	-0.6%	4.2%
FEN1 inh	-2.6%	7.7%	-19.8%	u	-16.3%	-8.2%	-5.5%

From PubChem BioAssay
